# IL1B NFkB pot = enhances IL-1B driven NFkB nuclear translocation | HUVEC IL-1B NFkB p65 nuclear translocation imaging | activation, % at 2 µM | actives 0.3% (n = 94,000);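 active = activation above 40%, about the mean plus 3 SD, also judged a hit on visual image review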;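 also: percent activation is computed from the nuclear over cytoplasmic p65 intensity ratio; values of inactives mirror those of a sister screen read the other way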
# NFkB transloc inh = blocks IL-1B driven NFkB nuclear translocation in HUVEC cells | inhibition, % at 2 µM | actives 0.43% (n = 94,000) | HUVEC IL-1B NFkB p65 nuclear translocation imaging;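 active = inhibition above about 30% together with a positive call from visual inspection of the well image, limit read from the data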;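 also: nuclear over cytoplasmic p65 intensity ratio measured by imaging; 0% = IL-1B stimulated DMSO wells and 100% = unstimulated DMSO wells; values of inactives mirror those of a sister screen read the other way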
# MRP resist rev = compounds reversing MRP-mediated drug resistance; H69AR cells + 2 uM doxorubicin, CellTiter-Glo, 72 h; differential viability (reversal), % at 10 µM; actives 0.04% (n = 85,000); AID 602;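 active = viability drop by adding the cancer drug above about 55%, with treated viability meeting a 40% cutoff, limit read from the data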;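 also: viability without doxorubicin minus viability with 2 µM doxorubicin for each compound; larger differential means the compound sensitizes cells more to doxorubicin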
# Bcl-B TR3 displacers = displacers of TR3 peptide from Bcl-B, primary screen, selectivity assay for Bfl-1 inhibitor project, biochemical, fluorescence polarization | FP displacement of FITC-TR3 peptide from Bcl-B; higher % means a stronger effect | displacement, % at 20 µM, or IC50 in µM where a hit was titrated | actives 0.11% (n = 96,000);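 active = displacement above 50% at 20 µM plus a fluorescence interference ratio under 1.5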;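 also: plate controls were wells without compound for no effect and wells lacking Bcl-B protein for full effect; a part of the inactive calls stands beside numbers as strong as those of hits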
# PLAP inhibitors HTS = PLAP enzyme inhibitors, biochemical, luminescence, HTS (AID 690) | actives 0.08% (n = 96,000) | one-dose inhibition, % at 20 µM; IC50 in µM for titrated hits | purified PLAP, luminescent substrate; higher % means a stronger effect; in the data active = a potency from the dose series; inactive = the rest, 99 in 100 with inhibition below about 30%; also: strong numbers were not always called active
# MRP resist rev cytotoxicity = further read-out of MRP resist rev, marked with its call; viability, %; H69AR cells, CellTiter-Glo, 72 h; measured here: cytotoxicity without doxorubicin
# MRP resist rev with doxorubicin = recorded beside MRP resist rev, whose call it bears; viability, %; measured here: viability with 2 uM doxorubicin; hits give low values
# NFkB transloc inh cell count 2 µM = also measured in NFkB transloc inh; calls as there; cell count; measured here: cells passing quality filter;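 raw number of nuclei counted in each imaged well without normalization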
# IL1B NFkB pot cell count 2 µM = second read-out of IL1B NFkB pot, no call of its own (marks repeat the call); cell count; measured here: cells passing quality filter
# * marks the source's active call; other numbers are inactive results; · = no result given. The list is partial. The share of hits here may be higher or lower than overall.
# Preview (six entries):
nr	Compound	IL1B NFkB pot	IL1B NFkB pot cell count 2 µM	NFkB transloc inh	NFkB transloc inh cell count 2 µM	MRP resist rev	MRP resist rev cytotoxicity	MRP resist rev with doxorubicin	Bcl-B TR3 displacers	PLAP inhibitors HTS
1	O=C(O)c1ccc(CNCc2cccc(Cl)c2Cl)cc1	12	154	-12	154	·	·	·	3%	-44%
2	CCOc1ccc(NC(=O)CSc2nnc(CCNC(=O)c3ccc(OC)cc3)n2CC)cc1	-9	140	9	140	·	·	·	-12%	-27%
3	C(=N\Nc1ncnc2sc3c(c12)CCC3)/c1cccs1	24	114	-24	114	·	·	·	-6%	-28%
4	CCOc1ccc2nc(NCCNS(=O)(=O)c3ccccc3)c(C#N)cc2c1	5	142	-5	142	-26	57	83	-3%	-4%
5	O=C(Nc1ccc(Cl)cc1)N1CCC(c2nc(-c3ccc(F)cc3)no2)CC1	-4	110	4	110	-9	96	105	-5%	-27%
6	CCc1cc2c(NCc3ccco3)ncnc2s1	23	141	-23	141	18	89	70	-24%	13%

# The whole of this part, from the start:
nr	Compound	IL1B NFkB pot	IL1B NFkB pot cell count 2 µM	NFkB transloc inh	NFkB transloc inh cell count 2 µM	MRP resist rev	MRP resist rev cytotoxicity	MRP resist rev with doxorubicin	Bcl-B TR3 displacers	PLAP inhibitors HTS
1	O=C(O)c1ccc(CNCc2cccc(Cl)c2Cl)cc1	12	154	-12	154	·	·	·	3%	-44%
2	CCOc1ccc(NC(=O)CSc2nnc(CCNC(=O)c3ccc(OC)cc3)n2CC)cc1	-9	140	9	140	·	·	·	-12%	-27%
3	C(=N\Nc1ncnc2sc3c(c12)CCC3)/c1cccs1	24	114	-24	114	·	·	·	-6%	-28%
4	CCOc1ccc2nc(NCCNS(=O)(=O)c3ccccc3)c(C#N)cc2c1	5	142	-5	142	-26	57	83	-3%	-4%
5	O=C(Nc1ccc(Cl)cc1)N1CCC(c2nc(-c3ccc(F)cc3)no2)CC1	-4	110	4	110	-9	96	105	-5%	-27%
6	CCc1cc2c(NCc3ccco3)ncnc2s1	23	141	-23	141	18	89	70	-24%	13%
7	CCN1C(=O)OC2(CCCCC2)C1(C)O (stereo not given)	-15	80	15	80	-5	85	90	-8%	-12%
8	Cc1onc(-c2c(Cl)cccc2Cl)c1C(=O)n1nnc2ccccc21	7	157	-7	157	-28	50	78	-9%	-7%
9	O=C(NCc1cccs1)C1CC(c2ccccc2O)=NO1 (stereo not given)	3	75	-3	75	-1	82	83	-14%	8%
10	CC(C)CC(N=C1NC(C)(C)Cc2ccccc21)C(=O)O (stereo not given)	10	91	-10	91	10	108	99	·	·
11	O=C(Oc1cccc2cccnc12)c1ccc(Br)o1	2	89	-2	89	-9	83	93	10%	1%
12	CC(C)C1C(C#N)=C(N)Oc2n[nH]c(C(C)(C)C)c21 (stereo not given)	-22	68	22	68	7	91	84	-6%	5%
13	CCN1CCN(Cc2nc3c(c(=O)[nH]c(=O)n3C)n2Cc2ccccc2Cl)CC1	14	65	-14	65	-4	77	81	·	·
14	CCCC(=O)c1ccc(N2CCN(C(=O)OCC)CC2)c(F)c1	15	92	-15	92	8	92	84	3%	4%
15	CCOc1ccc(C(=O)NCc2ccncc2)cc1	10	145	-10	145	6	95	89	-8%	7%
16	O=C(Nc1ccccc1N1CCN(C(=O)c2ccc(Cl)cc2)CC1)c1cc(Br)ccc1Cl	-9	150	9	150	8	74	66	13%	-13%
17	CC1CCCC(C)N1C(=O)CSc1nnc(CSc2ncccn2)n1C (stereo not given)	·	·	·	·	13	106	92	3%	4%
18	CCOc1ccc(Cn2nnc(C(=O)NCCc3ccc(Cl)cc3)c2N)cc1	5	147	-5	147	2	103	101	-8%	16%
19	CC1CCCC(C)N1/N=C/c1ccc(Cl)cc1 (stereo not given)	·	·	·	·	7	100	93	-8%	-7%
20	O=C(O)CCc1n[nH]c(=S)[nH]c1=O	6	50	-6	50	·	·	·	0%	-5%
21	CN1CC(c2ccc(Cl)c(Cl)c2)[C@@]2(COc3ccccc3C2=O)[C@@]12C(=O)Nc1ccccc12 (stereo not given in full)	·	·	·	·	·	·	·	-4%	0%
22	CCOC(=O)c1c(N)nn(C(=O)C(C)(C)C)c1-c1ccccc1	-5	82	4	82	3	97	94	11%	9%
23	CCOc1ccc(NC(=O)CSc2nnc(-c3ccoc3C)n2CC2CCCO2)cc1 (stereo not given)	33	121	-33	121	10	100	90	·	·
24	CN(C)S(=O)(=O)c1ccc(C(=O)OCC(=O)NC(=O)NCc2ccccc2)cc1	1	202	-1	202	16	105	88	-3%	0%
25	O=C(CSc1c(Cl)cccc1Cl)N1CCC(c2nc3ccccc3s2)CC1	-9	144	9	144	·	·	·	0%	-4%
26	O=C(Nc1ccccn1)NC1CCS(=O)(=O)C1 (stereo not given)	26	189	-26	189	-1	99	100	8%	5%
27	N#Cc1ccc(Cl)cc1NC(=O)COC(=O)c1ccc(S(=O)(=O)N2CCCC2)cc1	11	181	-11	181	·	·	·	-3%	19%
28	O=C(Nc1c2c(nn1-c1ccc(Cl)cc1)CS(=O)(=O)C2)c1ccc2c(c1)OCO2	-2	75	2	75	14	91	77	-1%	-19%
29	CCCn1c(C)cc(C(=O)COc2ncnc3sccc23)c1C	-14	201	14	201	·	·	·	-46%	-8%
30	CC1=CC(C)(C)NC(=S)N1c1ccccc1	10	219	-10	219	9	99	90	7%	11%
31	OCCN1CCN(CC(O)COCc2ccc3c(c2)OCO3)CC1 (stereo not given)	7	62	-7	62	-33	64	97	·	·
32	COc1ccccc1NC(=S)NNC(=O)c1cc(C)n(C)n1	10	197	-10	197	·	·	·	-1%	-182%
33	O=C(CSc1nnc(-c2ccccc2)o1)N1CCOCC1	17	138	-16	138	-4	91	95	0%	12%
34	CCOC(=O)N1CCN(S(=O)(=O)c2ccc(F)c(C(=O)Nc3cccc(C)c3C)c2)CC1	2	110	-2	110	1	77	76	-2%	-3%
35	CCCNC(=S)Nc1ccc(Nc2ccccc2)cc1	8	161	-8	161	-6	94	99	-27%	29%
36	Cc1ccc(Nc2nc(N)nc(CN3CCc4ccccc4C3)n2)cc1	9	154	-9	154	-13	71	84	1%	-41%
37	O=C(c1ccco1)N1CCN(c2cc(=O)n(C3CCCCC3)c(=O)[nH]2)CC1	·	·	·	·	·	·	·	1%	10%
38	CN1CCN(C(=O)c2ccc(-c3nn(C)c(=O)c4ccccc34)cc2)CC1	0	170	0	170	7	96	89	·	·
39	CC1(C)Cc2c(C#N)c(N3CCN(C(=O)c4ccccc4Cl)CC3)nc(-c3ccco3)c2CS1	3	120	-2	120	·	·	·	-92%	-43%
40	C=CCOc1cccc(C2C(C(=O)c3ccco3)=C(O)C(=O)N2CCN2CCOCC2)c1 (stereo not given)	·	·	·	·	4	84	81	-2%	-50%
41	CCN(CC)C(=O)c1sc2nc(N3CCOCC3)c3c(c2c1N)CCCC3	3	167	-3	167	-9	68	77	-8%	-90%
42	CCOC(=O)c1ccc(NCn2c(=O)oc3ccccc32)cc1	27	197	-27	197	-3	84	88	-25%	25%
43	COc1cccc(NC(=O)C2CC(=O)N(C)C(=Nc3cccc(F)c3)S2)c1 (stereo not given)	-8	87	8	87	4	78	74	3%	0%
44	CCC/C(O)=C1\C(=O)CC(C)(C)CC1=Nc1ccc(OC)cc1OC	21	206	-21	206	-43	21	64	-4%	-54%
45	COc1cc(NC(=O)C2CC(=O)NC3=C2C(=O)CCC3)cc(OC)c1 (stereo not given)	5	180	-5	180	13	108	95	-2%	17%
46	COc1ccc(Nc2c3c(c(C#N)c4nc5ccccc5n24)CCC3)cc1	-5	143	5	143	·	·	·	-41%	-7%
47	COc1ccc(S(=O)(=O)NCC(c2cccnc2)N2CCN(c3ccccc3OC)CC2)cc1C (stereo not given)	·	·	·	·	-4	89	93	12%	-65%
48	O=C1C2=C(SCCS2)C(=O)N1c1ccccc1	-5	67	5	67	7	95	88	3%	-5%
49	COc1ccc(NC(=O)c2cccs2)cc1O	37	142	-37	142	-14	86	101	1%	13%
50	CC(C)(C)C1CCc2c(sc(NC(=O)CSc3ncn[nH]3)c2C#N)C1 (stereo not given)	-6	178	6	178	-46	45	91	·	·
51	CCOC(=O)c1sc2nc(C)cc(C)c2c1NC(=O)c1ccco1	9	188	-9	188	11	89	79	-10%	-4%
52	CC(C(N)=O)N1C(=O)C2C3C=CC(C3)C2C1=O (stereo not given)	-3	130	3	130	-5	92	97	-5%	12%
53	CCCNC(=O)C(=O)NCCC1=CCCCC1	-4	158	4	158	0	97	97	-11%	3%
54	CCOC(=O)N1CCN(Cc2nc3c(c(=O)n(C)c(=O)n3C)n2CCC(C)C)CC1	-4	160	4	160	13	58	45	3%	-51%
55	COc1cccc(C2CC(C(F)(F)F)n3ncc(C(=O)NCc4ccco4)c3N2)c1 (stereo not given)	31	156	-31	156	15	88	74	-3%	-67%
56	O=C(CCS(=O)(=O)c1ccc(Br)s1)NCc1ccccc1	11	173	-11	173	12	103	91	32%	26%
57	O=c1cc(NCCO)c2ccccc2o1	-2	116	2	116	·	·	·	0%	4%
58	C=CCn1c(SCC(=O)NCc2ccccc2)nnc1-c1ccccc1O	-16	76	16	76	-15	90	105	-2%	-43%
59	O=C(CSCCSCC(=O)c1ccco1)c1ccco1	10	124	-10	124	5	85	80	5%	-1%
60	CN1c2ccccc2N(C)C1c1ccc2c(c1)OCO2	9	128	-9	128	5	96	91	-4%	1%

# Further results.
nr	Compound	IL1B NFkB pot	IL1B NFkB pot cell count 2 µM	NFkB transloc inh	NFkB transloc inh cell count 2 µM	MRP resist rev	MRP resist rev cytotoxicity	MRP resist rev with doxorubicin	Bcl-B TR3 displacers	PLAP inhibitors HTS
61	C=CCn1c(SCC(=O)NCC2CCCO2)nc2scc(-c3ccco3)c2c1=O (stereo not given)	1	173	-1	173	-1	77	78	3%	-43%
62	Oc1ccccc1C(=S)N1CCCCC1	·	·	·	·	-2	106	108	22%	-33%
63	COc1cccc(/C(C)=N/NC(=O)c2ccc(N(C)C)cc2)c1	-3	149	3	149	·	·	·	-36%	5%
64	CCCCCCC(=O)NN1CCN(C)CC1	-5	144	5	144	·	·	·	2%	-28%
65	CCOc1ccc(C2N(c3ccc(F)cc3)C(=O)C3CCCN32)cc1OC (stereo not given)	-15	167	15	167	5	101	96	-29%	-67%
66	CCC(C)(C)n1nnnc1C(c1ccncc1)N1CCN(c2cccc(OC)c2)CC1 (stereo not given)	15	154	-15	154	1	77	76	-1%	-47%
67	CCCc1nc2ccccc2c(=O)n1/N=C/c1ccccc1O	-1	84	1	84	-29	66	95	0%	-32%
68	Cc1cccc(NC(=O)COc2ccc3oc4c(c3c2)CCCC4)n1	8	153	-8	153	2	105	103	10%	-74%
69	CCOC(=O)CSc1n[nH]c(NC(=O)c2cccc(C)c2)n1	-5	125	5	125	·	·	·	-8%	20%
70	COc1ccc(/C=N/NC(=O)CCCC(=O)NC2CCCCC2)cc1	-1	150	1	150	·	·	·	14%	-11%
71	COc1ccc(N2CSC3=C(C#N)C(c4cc(OC)c(OC)cc4OC)CC(=O)N3C2)c(OC)c1 (stereo not given)	16	175	-16	175	20	77	58	-11%	-38%
72	COc1ccc(CCNC(=O)CCNS(=O)(=O)c2ccc3c(c2)CCN3C(C)=O)cc1OC	·	·	·	·	3	96	93	-6%	4%
73	COc1ccccc1NC(=O)CN1CCCCC1	7	120	-7	120	-1	83	84	-11%	-59%
74	CC1(C(=O)NCc2cccnc2)CCC(=O)N1Cc1cccs1 (stereo not given)	·	·	·	·	2	96	94	-1%	2%
75	COc1ccc(OC)c(NC(=O)Cc2coc3cc(C)cc(C)c23)c1	25	108	-25	108	16	83	67	18%	2%
76	O=C(O)Cn1nnnc1-c1ccc(F)cc1	-8	82	8	82	0	100	99	0%	-4%
77	NC(=O)Cn1c(=O)n(CCc2ccccc2)c(=O)c2c3c(sc21)CCCC3	9	175	-9	175	-12	78	90	-28%	-7%
78	CCn1c(COc2ccc(Cl)cc2)nnc1SCC(=O)Nc1ccc2c(c1)OCCO2	16	208	-16	208	8	112	103	0%	0%
79	O=C(Nc1ccccc1)NC1(C(=O)NCc2ccco2)CCCCC1	3	135	-3	135	3	106	103	4%	-29%

# Bioassay records deposited in PubChem BioAssay by several laboratories.
